M17LAP inhibition: P. falciparum M17LAP inhibitors, primary screen, biochemical, fluorogenic H-Leu-NHMec substrate, 1536-well (AID 1619) | Leucine aminopeptidase (Plasmodium falciparum (isolate 3D7)) | hit rate 0.38% among 220,000 | inhibition, % at 30 µM, or IC50 in µM where a hit was titrated | recombinant M17LAP, H-Leu-NHMec fluorogenic kinetic assay; higher % means a stronger effect;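 active = compound inhibiting the enzyme by more than half at any dose during confirmatory dose-response retesting; inconclusive = strong single-dose inhibitors picked by rank but not retested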;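 also: plate controls were full reaction with DMSO carrier for no effect and no enzyme background for full effect; strong numbers were not always called active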
PMI inhibitors: inhibitors of human PMI, primary screen, biochemical, fluorescence intensity, coupled assay (AID 1209). hit rate 0.42% among 190,000. inhibition, % at 20 µM, or IC50 in µM where a hit was titrated. purified PMI enzyme, coupled fluorescence intensity; higher % means a stronger effect. Mannose-6-phosphate isomerase (Homo sapiens);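 also: plate controls were DMSO vehicle for no effect and wells lacking substrate for full effect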
CSM14.1 death rescue: rescue of cells from ER stress-induced death, primary screen, 384-well, CSM14.1, thapsigargin, ATP luminescence (AID 1222); cellular ATP content (survival), % at 20 µM; hits with a dose series show EC50 in µM; 190,000 tested, under 10 active; CSM14.1 thapsigargin-induced death rescue, ATP luminescence; higher % means a stronger effect;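 active = EC50 below 50 µM in the dose-response confirmation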;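 also: death triggered by thapsigargin at about 15 µM added after 2 h compound pretreatment; cell ATP read after overnight thapsigargin exposure of roughly 18 to 22 hours; normalized against plate controls of thapsigargin alone and 5% DMSO vehicle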
TNAP activators: human TNAP enzyme activators, primary screen, biochemical, luminescent, no phosphate acceptor, uHTS (AID 1001); Alkaline phosphatase, tissue-nonspecific isozyme (Homo sapiens); purified TNAP, luminescent activation assay, no phosphate acceptor; higher activation fold means a stronger effect; activation fold at 20 µM, or EC50 in µM where a hit was titrated; hit rate 0.03% among 200,000; in the data active = activation fold from about 3, or a potency from the dose series; inactive = the rest, 99 in 100 with activation fold below about 1.6; also: many of its hits are not listed in these tables
LYP inhibition: inhibitors of LYP phosphatase, biochemical, fluorescence intensity, uHTS (AID 1779); Tyrosine-protein phosphatase non-receptor type 22 (Homo sapiens); recombinant LYP phosphatase, fluorescence intensity; higher % means a stronger effect; one-dose inhibition, % at 11.5 µM; IC50 in µM for titrated hits; hit rate 0.054% among 290,000;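 also: plate controls were vehicle with enzyme for no effect and no enzyme for full effect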
human PMI inhibitors: human PMI inhibitors, high substrate, primary screen, biochemical, fluorescence intensity, high mannose 6-phosphate (AID 1220) | Mannose-6-phosphate isomerase (Homo sapiens) | one-dose inhibition, % at 20 µM; IC50 in µM for titrated hits | hit rate 0.66% among 190,000 | recombinant PMI enzyme, coupled fluorescence intensity; higher % means a stronger effect
XIAP antagonists: XIAP antagonists, biochemical, IAP family, fluorescence polarization (AID 1018); E3 ubiquitin-protein ligase XIAP (Homo sapiens); XIAP BIR domain, fluorescence polarization peptide displacement; higher % means a stronger effect; displacement, % at 20 µM; hits with a dose series show IC50 in µM; hit rate 0.007% among 200,000; in the data active = displacement above about 50%; also: a part of the inactive calls stands beside numbers as strong as those of hits
P. falciparum M1AAP: P. falciparum M1AAP inhibitors, biochemical, fluorogenic H-Leu-NHMec substrate, 1536-well (AID 1445); Aminopeptidase N (Plasmodium falciparum (isolate 3D7)); recombinant M1AAP, H-Leu-NHMec fluorogenic kinetic assay; higher % means a stronger effect; one-dose inhibition, % at 30 µM; IC50 in µM for titrated hits; hit rate 0.42% among 220,000;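 active = primary inhibition above the hit cutoff, then over 50% inhibition at one or more dose response concentrations, cut at about 23% in these data, passing the limit was not always enough; inconclusive = conflicting primary data, or primary hits not chosen for dose response; inactive = low primary inhibition, or under 50% at every dose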;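 also: plate controls were DMSO full reaction for no effect and no enzyme background for full effect; strong numbers were not always called active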
Myeloid diff MLP: induction of myeloid progenitor differentiation, primary screen, cell-based, flow cytometry, MLPCN library. hit rate 1% among 360,000. calls only at 10 µM. ER-HoxA9 myeloid progenitors, lysozyme-GFP differentiation. AID 624256, 2012;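 active = normalized GFP-positive differentiation at or above the plate's own cutoff, the solvent-only control mean plus 3 SD; inconclusive = no clear call, values can overlap the other calls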;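 also: cells exposed to compound for four days before flow analysis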
Myeloid diff MLP GFP+ MAC1+ %: second read-out of Myeloid diff MLP, no call of its own (marks repeat the call); GFP+ MAC1+ double positive, %; measured here: differentiation confirmed by MAC1 staining
An asterisk follows results filed as active. Rule as the data show it, unless noted: active = inhibition above about 50%; inactive = the rest.

Results for CCOC(=O)C1=C(C)N(C)C(=O)NC1c1c(C)nn(-c2ccc(C)cc2)c1Cl (stereo not drawn) ?
M17LAP inhibition: -2%; PMI inhibitors: -6%; CSM14.1 death rescue: 0.3%; TNAP activators: 1.2; LYP inhibition: -3%; human PMI inhibitors: -4%; XIAP antagonists: -7.1%; P. falciparum M1AAP: -2%; Myeloid diff MLP: inactive; Myeloid diff MLP GFP+ MAC1+ %: 1.0

How did CCc1cc(=O)oc2cc(OC(C)=O)cc(OC(C)=O)c12 do in these assays?
M17LAP inhibition: -220%; PMI inhibitors: 13%; CSM14.1 death rescue: -1.3%; TNAP activators: 1; LYP inhibition: 2%; human PMI inhibitors: 6%; XIAP antagonists: -6.2%; P. falciparum M1AAP: 18%; Myeloid diff MLP: inactive; Myeloid diff MLP GFP+ MAC1+ %: 0.7

What do the screens show for `NC(=O)C1CCN(CC(=O)Nc2cccc(C(=O)Nc3cccc(C(F)(F)F)c3)c2)CC1`?
M17LAP inhibition: 4%; PMI inhibitors: 1%; CSM14.1 death rescue: -0.2%; TNAP activators: 1.1; LYP inhibition: -2%; human PMI inhibitors: 3%; XIAP antagonists: -11%; P. falciparum M1AAP: 3%; Myeloid diff MLP: inactive; Myeloid diff MLP GFP+ MAC1+ %: 1.0

What do the screens show for `CCCCN(C)CCNC(=O)c1ccc2c(c1)NC(=O)C(N1CCCCC1)S2` (stereo not drawn)?
M17LAP inhibition: 5%; PMI inhibitors: -1%; CSM14.1 death rescue: -1.5%; TNAP activators: 1.1; LYP inhibition: 0%; human PMI inhibitors: -5%; XIAP antagonists: -0.2%; P. falciparum M1AAP: 5%; Myeloid diff MLP: inactive; Myeloid diff MLP GFP+ MAC1+ %: 1.0

Results for CCCCNC(=O)CSc1nc2cc3c(cc2c(=O)n1CCCN(CC)CC)OCO3 ?
M17LAP inhibition: -11%; PMI inhibitors: 6%; CSM14.1 death rescue: -2.6%; TNAP activators: 1.2; LYP inhibition: -3%; human PMI inhibitors: 6%; XIAP antagonists: 0.0%; P. falciparum M1AAP: 2%; Myeloid diff MLP: inactive; Myeloid diff MLP GFP+ MAC1+ %: 1.4

How did O=C(N/N=C/c1ccc([N+](=O)[O-])o1)c1ccc(NS(=O)(=O)c2cccs2)cc1 do in these assays?
M17LAP inhibition: 3%; LYP inhibition: -1%; P. falciparum M1AAP: 17%; Myeloid diff MLP: inactive; Myeloid diff MLP GFP+ MAC1+ %: 0.5

How did Cc1ccc(-c2nnc3n2N=C(c2ccccc2)CS3)cc1 do in these assays?
M17LAP inhibition: 9%; PMI inhibitors: 14%; TNAP activators: 1; LYP inhibition: 0%; human PMI inhibitors: 16%; XIAP antagonists: -3.6%; P. falciparum M1AAP: 8%; Myeloid diff MLP: inactive; Myeloid diff MLP GFP+ MAC1+ %: 0.9

What do the screens show for `N#Cc1c(Nc2ccccc2)s[nH]c1=O`?
M17LAP inhibition: 18%; LYP inhibition: -1%; P. falciparum M1AAP: 4%; Myeloid diff MLP: inactive; Myeloid diff MLP GFP+ MAC1+ %: 0.9

Results for O=C(c1cccnc1)N(Cc1ccccc1)C1(C(=O)Nc2ccccc2)CCCCC1 ?
M17LAP inhibition: 16%; PMI inhibitors: -4%; CSM14.1 death rescue: -0.7%; TNAP activators: 1.1; LYP inhibition: -2%; human PMI inhibitors: -1%; XIAP antagonists: -1.5%; P. falciparum M1AAP: -12%; Myeloid diff MLP: inactive; Myeloid diff MLP GFP+ MAC1+ %: 1.0

Results for CCCOc1ccc(N2C(=O)CC(N3CCN(C(=O)c4ccco4)CC3)C2=O)cc1 (stereo not drawn) ?
M17LAP inhibition: 3%; PMI inhibitors: 11%; CSM14.1 death rescue: -1.4%; TNAP activators: 1.1; LYP inhibition: -8%; human PMI inhibitors: 11%; XIAP antagonists: -3.6%; P. falciparum M1AAP: -4%; Myeloid diff MLP: inactive; Myeloid diff MLP GFP+ MAC1+ %: 1.5

What do the screens show for `COc1ccccc1/C=N/NC(=O)C1=NNC(c2ccccc2)(c2ccccc2)C1`?
M17LAP inhibition: 14%; PMI inhibitors: -5%; CSM14.1 death rescue: 3.0%; TNAP activators: 0.9; LYP inhibition: 5%; human PMI inhibitors: 5%; XIAP antagonists: -6.9%; P. falciparum M1AAP: 13%

How did COc1ccc2nc(C)cc(SCC(=O)N3CCCCC3)c2c1 do in these assays?
M17LAP inhibition: 14%; PMI inhibitors: 6%; CSM14.1 death rescue: 3.2%; TNAP activators: 1.1; LYP inhibition: -5%; human PMI inhibitors: 2%; XIAP antagonists: -2.5%; P. falciparum M1AAP: 10%; Myeloid diff MLP: inactive; Myeloid diff MLP GFP+ MAC1+ %: 1.1

How did CCOC(=O)Nc1nn(-c2ccc(C)cc2)c(=O)c(C#N)c1C do in these assays?
M17LAP inhibition: 1%; PMI inhibitors: 12%; CSM14.1 death rescue: -1.8%; TNAP activators: 1.1; LYP inhibition: -6%; human PMI inhibitors: 17%; XIAP antagonists: -11%; P. falciparum M1AAP: 2%; Myeloid diff MLP: inactive; Myeloid diff MLP GFP+ MAC1+ %: 0.3

Results for O=C(COC(=O)c1cnccn1)c1cccc([N+](=O)[O-])c1 ?
M17LAP inhibition: -5%; LYP inhibition: -5%; P. falciparum M1AAP: -2%; Myeloid diff MLP: inactive; Myeloid diff MLP GFP+ MAC1+ %: 0.4

What do the screens show for `O=C(Cn1[nH]c(=O)c2ccccc2c1=O)NC1CCCCCC1`?
M17LAP inhibition: 17%; PMI inhibitors: 4%; CSM14.1 death rescue: -0.8%; TNAP activators: 1; LYP inhibition: 0%; human PMI inhibitors: 1%; XIAP antagonists: -4.1%; P. falciparum M1AAP: 3%; Myeloid diff MLP: inactive; Myeloid diff MLP GFP+ MAC1+ %: 1.1

What do the screens show for `CCOC(=O)c1c(N)nn(C(=O)C(C)C)c1-c1ccc(OC)cc1`?
M17LAP inhibition: -5%; PMI inhibitors: 16%; CSM14.1 death rescue: 3.6%; TNAP activators: 0.9; LYP inhibition: -1%; human PMI inhibitors: 15%; XIAP antagonists: -2.6%; P. falciparum M1AAP: -3%; Myeloid diff MLP: inactive; Myeloid diff MLP GFP+ MAC1+ %: 0.3

How did Nc1c(C(=O)NCCc2ccccc2)nnn1Cc1ccc(Br)cc1F do in these assays?
M17LAP inhibition: 7%; PMI inhibitors: -12%; CSM14.1 death rescue: -0.5%; TNAP activators: 1.1; LYP inhibition: -2%; human PMI inhibitors: -10%; XIAP antagonists: -1.6%; P. falciparum M1AAP: 2%; Myeloid diff MLP: inactive; Myeloid diff MLP GFP+ MAC1+ %: 0.3

Results for N/C(=N\OC(=O)c1ccccc1[N+](=O)[O-])c1cccnc1 ?
M17LAP inhibition: 0%; PMI inhibitors: 7%; CSM14.1 death rescue: -1.2%; TNAP activators: 1.1; LYP inhibition: 4%; human PMI inhibitors: 5%; XIAP antagonists: -3.9%; P. falciparum M1AAP: 2%; Myeloid diff MLP: inactive; Myeloid diff MLP GFP+ MAC1+ %: 1.0

What do the screens show for `Cc1ccc(Nc2nc(N)nc(CN3CCN(Cc4ccc5c(c4)OCO5)CC3)n2)cc1Cl`?
M17LAP inhibition: -11%; PMI inhibitors: -9%; CSM14.1 death rescue: -5.6%; TNAP activators: 1.1; LYP inhibition: -5%; human PMI inhibitors: 9%; XIAP antagonists: -0.2%; P. falciparum M1AAP: 5%; Myeloid diff MLP: inactive; Myeloid diff MLP GFP+ MAC1+ %: 0.6

Results for O=C(CCCOc1ccc(Cl)cc1Cl)N/N=C/c1ccccc1 ?
M17LAP inhibition: 2%; PMI inhibitors: 30%; CSM14.1 death rescue: -2.4%; TNAP activators: 1; LYP inhibition: 2%; human PMI inhibitors: 19%; XIAP antagonists: -12%; P. falciparum M1AAP: 8%; Myeloid diff MLP: inactive; Myeloid diff MLP GFP+ MAC1+ %: 0.3

2 compounds picked at random from those above, as already listed:
Results for CCCCNC(=O)CSc1nc2cc3c(cc2c(=O)n1CCCN(CC)CC)OCO3 ?
M17LAP inhibition: -11%; PMI inhibitors: 6%; CSM14.1 death rescue: -2.6%; TNAP activators: 1.2; LYP inhibition: -3%; human PMI inhibitors: 6%; XIAP antagonists: 0.0%; P. falciparum M1AAP: 2%; Myeloid diff MLP: inactive; Myeloid diff MLP GFP+ MAC1+ %: 1.4

How did Cc1ccc(-c2nnc3n2N=C(c2ccccc2)CS3)cc1 do in these assays?
M17LAP inhibition: 9%; PMI inhibitors: 14%; TNAP activators: 1; LYP inhibition: 0%; human PMI inhibitors: 16%; XIAP antagonists: -3.6%; P. falciparum M1AAP: 8%; Myeloid diff MLP: inactive; Myeloid diff MLP GFP+ MAC1+ %: 0.9

Continuation:
What do the screens show for `Cc1cc(-c2c(C)[nH]n(-c3ccc(Cl)cc3)c2=O)n(-c2ccc(Cl)cc2)n1`?
M17LAP inhibition: 3%; PMI inhibitors: 14%; CSM14.1 death rescue: -0.9%; TNAP activators: 1.1; LYP inhibition: -5%; human PMI inhibitors: 14%; XIAP antagonists: -2.8%; P. falciparum M1AAP: 0%; Myeloid diff MLP: inactive; Myeloid diff MLP GFP+ MAC1+ %: 0.6

How did COc1c(Cl)cc(Cl)cc1/C=C/C(=O)c1ccc(NC(=O)c2cccs2)cc1 do in these assays?
M17LAP inhibition: -4%; PMI inhibitors: 14%; CSM14.1 death rescue: -1.9%; TNAP activators: 1.2; LYP inhibition: 12%; human PMI inhibitors: 2%; XIAP antagonists: -3.1%; P. falciparum M1AAP: 7%; Myeloid diff MLP: inconclusive

How did CCc1ccccc1NC(=O)c1ccc(Cn2cc([N+](=O)[O-])cn2)cc1 do in these assays?
M17LAP inhibition: 0%; PMI inhibitors: -2%; CSM14.1 death rescue: 3.0%; TNAP activators: 1.1; LYP inhibition: 0%; human PMI inhibitors: -6%; XIAP antagonists: -8.0%; P. falciparum M1AAP: 6%; Myeloid diff MLP: inactive; Myeloid diff MLP GFP+ MAC1+ %: 1.5

How did CNC(=O)NC(=O)CSc1cccc(C(F)(F)F)c1 do in these assays?
M17LAP inhibition: -6%; PMI inhibitors: -1%; CSM14.1 death rescue: -0.1%; TNAP activators: 1.1; LYP inhibition: 0%; human PMI inhibitors: 1%; XIAP antagonists: -3.7%; P. falciparum M1AAP: 3%; Myeloid diff MLP: inactive; Myeloid diff MLP GFP+ MAC1+ %: 5.0

Results for CCOC(=O)C1CCN(Cc2c(O)c3ccccc3oc2=O)CC1 ?
M17LAP inhibition: 10%; PMI inhibitors: 15%; CSM14.1 death rescue: -1.4%; TNAP activators: 1.1; LYP inhibition: -7%; human PMI inhibitors: 19%; XIAP antagonists: 0.5%; P. falciparum M1AAP: 3%; Myeloid diff MLP: inactive; Myeloid diff MLP GFP+ MAC1+ %: 0.4

High-throughput results as filed in PubChem BioAssay.
